AID2073: disruptors of CaV2.2 binding to Mint1 – biochemical, HTRF (AID 2073) | HTRF protein-protein interaction, Mint1-CaV2.2; higher % means a stronger effect | inhibition, % at 20 µM, or IC50 in µM where a hit was titrated | 0.19% of 290,000 active; in the data active = inhibition mostly above about 51%, no sharp cut-off; inconclusive = no clear call, values can overlap the other calls; inactive = mostly below about 53%; note: some results filed as inactive read as strong as hits
K1F lysis inhibition: inhibition of K1F phage lysis, E. coli UTI89, bacterial capsule biogenesis inhibitors, alamar blue (AID 488966); E. coli UTI89 K1F phage lysis, alamar blue, 2 h; higher % means a stronger effect; inhibition, % at 100 µM; hits with a dose series show IC50 in µM; 0.02% of 340,000 active;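 active = phage lysis inhibition, versus mean bacterial control, above a set limit; inconclusive = no clear call, values can overlap the other calls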;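 note: capsule biogenesis inhibitors block K1F phage lysis so surviving cells raise fluorescence; higher fluorescence means more inhibition of phage lysis; actives were called in the ten point dose series up to 300 µM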
Large T inhibition: TAg ATPase/helicase activity blockers – biochemical (AID 1903). SV40 large T antigen ATPase/helicase inhibition assay; higher % means a stronger effect. one-dose inhibition, % at 20 µM; IC50 in µM for titrated hits. 0.39% of 310,000 active; in the data active = a potency from the dose series; inconclusive = inhibition mostly from about 32% at the one dose, without a potency; inactive = the rest, 99 in 100 with inhibition below about 32%; note: strong numbers were not always called active
West Nile antiviral: West Nile virus antiviral activity, cell-based, CPE readout (AID 1621) | West Nile virus-infected cells, CPE inhibition; higher % means a stronger effect | CPE inhibition, % at 10 µM; hits with a dose series show IC50 in µM | 0.02% of 290,000 active; in the data active = a potency from the dose series; inconclusive = CPE inhibition mostly from about 3.7% at the one dose, without a potency; inactive = the rest, 99 in 100 with CPE inhibition below about 2.2%; note: strong numbers were not always called active
NTR1 agonist: agonists of NTR1, primary screen, imaging, U2OS cells, beta-arrestin-GFP, high content (AID 493036); NTR1-U2OS beta-arrestin-GFP spot imaging, agonist mode; P30989; activation, % at 20 µM; 0.17% of 330,000 active;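 active = activation at or above 40% of the spot to cytoplasm intensity ratio, with at least 20 cells analyzed; inconclusive = wells under 20 cells, flagged as cytotoxic or low count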;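 note: 0% = DMSO without peptide and 100% = 100 nM NTR1 peptide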
Target sequence (P30989 whole entry, looked up): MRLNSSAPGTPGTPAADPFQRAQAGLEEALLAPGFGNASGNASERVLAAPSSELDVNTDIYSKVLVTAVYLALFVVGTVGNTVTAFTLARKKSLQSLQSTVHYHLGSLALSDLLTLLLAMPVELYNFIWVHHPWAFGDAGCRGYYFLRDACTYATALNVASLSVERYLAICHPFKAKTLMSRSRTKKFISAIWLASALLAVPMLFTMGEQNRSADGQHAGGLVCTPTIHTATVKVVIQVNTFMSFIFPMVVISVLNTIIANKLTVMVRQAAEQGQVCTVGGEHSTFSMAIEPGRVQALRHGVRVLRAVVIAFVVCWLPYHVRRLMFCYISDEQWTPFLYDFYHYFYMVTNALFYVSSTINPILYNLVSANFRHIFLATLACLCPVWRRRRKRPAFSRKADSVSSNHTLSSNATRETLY
NS5 inhibitors: flavivirus cap methylation enzyme inhibition – biochemical, confirmation dose response, primary screen (AID 588689); Dengue-2 NS5 methyltransferase capping enzyme assay, biochemical; higher % means a stronger effect; inhibition, % at 25 µM; hits with a dose series show IC50 in µM; 0.3% of 340,000 active; in the data active = a potency from the dose series; inconclusive = inhibition above about 29% without an active follow-up result
SIAH1 antagonists: blockers of Siah-1 interaction with plectin peptide – biochemical, fluorescence polarization, rhodamine-plectin, uHTS, primary screen (AID 1817); Siah-1 / rhodamine-plectin peptide fluorescence polarization; higher % means a stronger effect; one-dose displacement, % at 20 µM; IC50 in µM for titrated hits; 0.02% of 290,000 active;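 active = displacement of at least 50% at 20 µM, with a fluorescence ratio check between 0.3 and a set limit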;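 note: plate controls were Siah plus tracer with DMSO for no effect and tracer alone without Siah for full effect; strong numbers were not always called active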
RSV CPE inhibition: inhibition of RSV-induced cytopathic effect – HEp-2 cells, primary 10 µM value included (AID 2391). HEp-2 cells, RSV-induced CPE inhibition; higher % means a stronger effect. CPE inhibition, % at 10 µM; hits with a dose series show IC50 in µM. 0.13% of 310,000 active; in the data active = a potency from the dose series; inconclusive = CPE inhibition mostly from about 23% at the one dose, without a potency; inactive = the rest, 99 in 100 with CPE inhibition below about 21%; note: strong numbers were not always called active
MgcRacGAP inhibition: MgcRacGAP GTPase-activating activity inhibitors, confirmation, biochemical, ADP Hunter fluorescence; MgcRacGAP-stimulated Rac1 GTP hydrolysis, ADP Hunter fluorescence; higher % means a stronger effect; GST-tagged Rac1 F28L mutant substrate; one-dose inhibition, % at 30 µM; IC50 in µM for titrated hits; 0.6% of 340,000 active;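 active = first-screen hits whose inhibition reached a set limit at any dose in the follow-up dose series; inconclusive = inhibition above the set first-screen limit but never retested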;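 note: fluorescence reports GDP produced by GAP-driven GTP hydrolysis; strong numbers were not always called active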
NTR1 agonist cell count 20 µM: recorded beside NTR1 agonist, whose call it bears; cell count; measured here: cell count, cytotoxicity flag
Active calls of the source: *; u = inconclusive; x = no result given; [ ] = dose if it differs, or a comment.

Start of the data: the first three entries, ahead of the listing:
SMILES	AID2073	K1F lysis inhibition	Large T inhibition	West Nile antiviral	NTR1 agonist	NTR1 agonist cell count 20 µM	NS5 inhibitors	SIAH1 antagonists	RSV CPE inhibition	MgcRacGAP inhibition
COc1cccc(OCc2cc(/C=N/NC(=O)c3ccn[nH]3)ccc2OC)c1	6.1%	2.5%	2.9%	0.5%	0.3	51	-4.0%	6.5%	3.0%	7.0%
Cc1ccc2c(c1)C=CC(C)N2C(=O)c1ccccc1 (stereo unspecified)	6.1%	0.0%	0.4%	-0.4%	-1.4	52	-13.7%	4.9%	1.4%	6.9%
COc1cccc(/C=C/C(=O)c2cccc([N+](=O)[O-])c2)c1	1.9%	0.1%	7.5%	-0.8%	18.1	71	2.2%	1.8%	0.4%	-3.5%

Results, repeating the preview:
SMILES	AID2073	K1F lysis inhibition	Large T inhibition	West Nile antiviral	NTR1 agonist	NTR1 agonist cell count 20 µM	NS5 inhibitors	SIAH1 antagonists	RSV CPE inhibition	MgcRacGAP inhibition
COc1cccc(OCc2cc(/C=N/NC(=O)c3ccn[nH]3)ccc2OC)c1	6.1%	2.5%	2.9%	0.5%	0.3	51	-4.0%	6.5%	3.0%	7.0%
Cc1ccc2c(c1)C=CC(C)N2C(=O)c1ccccc1 (stereo unspecified)	6.1%	0.0%	0.4%	-0.4%	-1.4	52	-13.7%	4.9%	1.4%	6.9%
COc1cccc(/C=C/C(=O)c2cccc([N+](=O)[O-])c2)c1	1.9%	0.1%	7.5%	-0.8%	18.1	71	2.2%	1.8%	0.4%	-3.5%
O=C(c1ccc2c(c1)OCO2)N1CCN(c2ccc(F)cc2)CC1	-10.3%	0.0%	3.0%	-0.7%	-1.0	70	-1.0%	1.1%	-0.8%	7.7%
Oc1ccc(Br)cc1Cn1nnc2ccccc21	6.8%	0.1%	6.4%	-0.6%	0.5	55	-6.2%	8.6%	41.9%	3.5%
O=C1CC(/C=C/c2ccc(Cl)cc2)=Nc2ccccc2N1	-0.5%	-0.5%	11.6%	-0.7%	5.5	31	-3.9%	1.5%	u	-11.0%
CSCCC(NS(=O)(=O)c1ccccc1F)C(=O)NCc1ccncc1 (stereo unspecified)	x	0.7%[50 µM]	-4.1%	x	-0.1	58	0.0%	x	0.0%	1.2%
COc1ccc2nc(C)cc(Nc3ccc(N4CCOCC4)cc3)c2c1	3.2%	1.4%	18.6%	-0.3%	0.3	46	4.0%	1.5%	0.4%	24.4%
CCS(=O)(=O)Nc1ccc(C(=O)NCCSc2ccccc2)cc1	-2.5%	0.1%	9.5%	0.3%	1.7	57	2.0%	-0.8%	1.2%	8.1%
O=C(CCC(=O)Nc1ccc(F)cc1)N/N=C/c1ccc(O)cc1O	3.9%	0.0%	26.5%	x	-0.4	98	0.0%	22.1%	0.9%	u
O=C(O)COc1cccc(/C=C2/SC(=S)N(Cc3ccccc3)C2=O)c1	9.6%	0.1%	10.7%	-1.2%	2.7	79	13.1%	2.5%	0.9%	x
CN(C)S(=O)(=O)c1cccc(CSc2cccc[n+]2[O-])c1	-5.8%	1.4%	-0.6%	0.4%	0.5	53	1.6%	1.1%	0.0%	6.7%
COc1ccc(N2CCN(C(CNC(=O)C(C)(C)C)c3ccco3)CC2)cc1 (stereo unspecified)	2.1%	0.2%	18.9%	-0.5%	-1.3	43	-4.0%	42.1%	-0.3%	9.7%
O=C(OCCN1C(=O)c2ccccc2C1=O)c1ccco1	-0.5%	-0.3%	20.5%	0.2%	-0.6	88	-5.6%	2.6%	2.3%	-5.7%
CCOC(=O)C(C)On1c(-c2ccccc2)nc2ccc([N+](=O)[O-])cc21 (stereo unspecified)	16.6%	-0.6%	7.6%	0.5%	-0.1	41	11.2%	-3.7%	3.2%	17.3%
O=C(COC(=O)CCCN1C(=O)c2cccc3cccc(c23)C1=O)Nc1cccc(Br)c1	6.1%	-0.9%[50 µM]	2.7%	0.1%	2.5	64	-1.3%	12.8%	2.1%	4.6%
COc1ccc(C(=O)NC2CCCc3c2cnn3-c2cc(F)cc(F)c2)c(OC)c1OC (stereo unspecified)	6.7%	0.1%	13.7%	0.3%	0.1	47	-3.1%	-1.6%	-1.1%	1.5%
CCCN1CCN(C(=O)c2ccc(CS(=O)c3ccc(F)cc3)o2)CC1 (stereo unspecified)	-1.0%	0.4%	7.5%	-0.5%	1.9	64	-6.2%	4.2%	1.0%	6.9%
CCOc1ccc(CN2CCN(Cc3cc4ccccc4[nH]3)CC2CCO)cc1 (stereo unspecified)	0.7%	0.6%	8.8%	-0.2%	x	x	-20.5%	-6.9%	x	3.9%
NC(=S)C(c1ccccc1)c1ncc(C(F)(F)F)cc1Cl (stereo unspecified)	-6.1%	0.3%	12.6%	-1.2%	2.4	88	-9.8%	0.6%	1.8%	x
CCC(C)NC(=O)c1cn(CC)c2cc(N3CCN(C(=O)c4ccco4)CC3)c(F)cc2c1=O (stereo unspecified)	7.8%	2.6%	-0.1%	0.5%	1.8	49	-4.5%	-5.5%	4.9%	3.0%
Cc1ncsc1C(=O)Nc1nc2c(s1)CCCC2	1.6%	10.1%	12.5%	-0.7%	-0.5	83	0.0%	2.4%	1.4%	-0.4%
Cc1cc(C)n(/N=C/c2ccccc2)c(=O)c1C#N	-4.4%	0.8%	2.2%	-0.2%	-1.1	55	-1.0%	-0.3%	1.6%	3.7%
CC1(C)CC(=O)C(C2(O)C(=O)N(Cc3ccccc3)c3ccccc32)CO1 (stereo unspecified)	-6.9%	2.7%	4.8%	-0.3%	-0.1	104	-9.6%	0.9%	0.4%	-3.0%
Cc1ccc2nc(NC(=O)CCNS(=O)(=O)c3ccc(Br)s3)sc2c1	-5.1%	3.2%	-4.8%	0.5%	0.4	61	-13.9%	0.1%	8.1%	4.1%
COc1ccc(-c2cn[nH]c2-c2ccc(OCc3ccccc3F)cc2O)cc1OC	14.5%	-0.6%[50 µM]	13.6%	-0.5%	20.8	61	-4.7%	1.7%	0.9%	-4.0%
COc1ccc(NC(=O)[C@@H]2CCCN2S(=O)(=O)c2ccccc2F)cc1S(=O)(=O)N1CCCCC1	x	1.3%	x	x	1.3	58	2.7%	x	x	2.0%
N#Cc1cc(C(=O)c2cc(Cl)ccc2O)cn(CC2CCCO2)c1=O (stereo unspecified)	-6.0%	-0.7%	-2.7%	-0.4%	2.2	46	4.8%	-4.8%	1.9%	0.0%
CN1CCC(=NNC(=O)c2cn(-c3ccccc3)nc2-c2ccccc2)CC1	4.7%	0.1%	5.8%	-1.0%	-1.5	87	-7.1%	6.8%	0.7%	2.1%
CC(C)C(NC(=O)c1ccc(C(C)(C)C)cc1)C(=O)N1CCC(C(N)=O)CC1 (stereo unspecified)	x	0.6%[50 µM]	x	x	-0.1	73	-5.2%	x	2.4%	5.3%
COC(=O)c1ccc(C(=O)Nc2cc(Cl)ccc2Cl)cc1NC(=O)c1ccccc1C	18.7%	-0.8%	-0.1%	12.7%	1.3	67	-3.4%	-2.0%	x	4.0%
CCOC(=O)C(C(=O)OCC)C1CCS(=O)(=O)C1 (stereo unspecified)	9.2%	4.4%	-8.9%	0.2%	-5.0	85	0.8%	6.2%	1.5%	6.7%
Cc1cccc(NS(=O)(=O)c2ccc(C(=O)NCCCN3CCOCC3)cc2)c1C	-2.2%	0.0%	15.2%	-0.7%	0.2	64	-5.5%	0.8%	0.6%	5.5%
COc1ccc(CCNC(=O)CSc2ccc(-c3cccs3)nn2)cc1	6.2%	0.0%	4.4%	0.5%	0.3	64	0.0%	7.9%	1.2%	5.2%
CCCNC(=O)c1c(N)n(-c2ccc(S(N)(=O)=O)cc2)c2nc3ccccc3nc12	31.6%	0.5%	4.2%	x	0.1	39	-1.4%	0.1%	-0.6%	13.4%
COc1ccccc1NC(=O)C1=C(C)NC(=O)NC1c1ccc(C)cc1 (stereo unspecified)	-0.5%	0.1%	4.1%	-0.1%	-0.9	99	-3.5%	0.8%	1.3%	7.2%
CC(C)C(C)NC(=O)CN1C(=O)NC2(CCCCCC2)C1=O (stereo unspecified)	-9.0%	0.6%	7.6%	-0.3%	0.2	40	1.6%	6.4%	-0.6%	7.2%
CCOC(=O)c1c(-c2ccc(OC)cc2)oc2cc(Br)c(O)cc12	32.4%	0.1%[50 µM]	2.0%	-0.8%	7.0	87	-7.2%	2.0%	3.6%	7.1%
O=C(CCn1cccc1)NCc1ccc(Cl)cc1	-4.4%	0.2%	0.7%	0.1%	0.7	43	-2.1%	2.5%	0.3%	12.3%
CN(C)CCCN1C(=O)C(O)=C(C(=O)c2cc3ccccc3o2)C1c1ccccc1 (stereo unspecified)	22.5%	0.7%	21.3%	x	-0.3	64	2.1%	0.5%	1.2%	2.2%
O=C(CCS(=O)(=O)c1ccc(Br)s1)NCc1cccs1	2.5%	4.1%	-2.9%	-0.1%	-2.1	59	-4.8%	-1.0%	-0.6%	5.2%
CCOC(=O)C1CCCN(C2=NC(=O)/C(=C/c3ccc(OC)cc3)S2)C1 (stereo unspecified)	-0.9%	0.1%	19.8%	-0.5%	-0.4	92	-1.6%	0.6%	1.4%	8.3%
O=C(O)Cn1c2c(c3ccccc31)CSc1ccc(Cl)cc1-2	-54.0%	-0.2%	u	-0.8%	x	x	13.7%	1.2%	-1.2%	6.3%
COc1c(C)cc(Br)cc1C(=O)Nc1ccc(C)cc1[N+](=O)[O-]	-1.0%	-0.9%	2.8%	0.2%	-1.2	64	2.2%	8.3%	1.6%	2.4%
COc1ccccc1CNC(=O)CCN=C1NS(=O)(=O)c2ccccc21	x	1.1%[50 µM]	x	x	1.5	52	0.8%	x	3.2%	1.2%
COc1ccc([C@H]2CC(=O)C=C(c3ccc(Cl)c(C(F)(F)F)c3)C2)cc1	x	1.0%	x	x	5.3	53	15.7%	x	27.8%	-1.0%
COc1cc(NC(=O)[C@H]2CSCN2C(=O)[C@@H]2CCC(=O)N2)cc(OC)c1OC	5.7%	-0.2%	0.8%	-0.8%	-1.1	67	-1.6%	-6.1%	-0.8%	-4.4%
COc1ccc(NS(=O)(=O)c2ccc(F)c(F)c2F)cc1S(=O)(=O)N1CCOCC1	x	1.4%[50 µM]	x	x	-2.1	100	-10.9%	x	1.2%	3.9%
COc1cccc(N2CCN(c3ccc4nnc(CCC(=O)N5CCC(C)CC5)n4n3)CC2)c1	-1.7%	0.3%	14.3%	0.3%	-0.2	64	-0.9%	-2.9%	0.8%	15.7%
COCCN(C(=O)COC(=O)CCOc1ccccc1)c1c(N)n(Cc2ccccc2)c(=O)[nH]c1=O	x	1.1%[50 µM]	5.5%	x	-0.2	58	1.5%	x	-1.8%	-1.2%
CCCCC(=O)Nc1ccc(C(=O)Nc2ccc3c(c2)OCO3)cc1	-2.5%	0.2%	-2.9%	-0.1%	2.1	36	1.4%	-3.3%	3.1%	16.0%

Assay outcomes as filed in PubChem.
